# Source: PubChem BioAssay (several laboratories)
# CAL PDZ FP – blocks peptide binding to human CAL PDZ domain; purified CAL PDZ, TMR-peptide fluorescence polarization, 1 h; inhibition, % at 20 µM; actives 0.02% (n = 330,000); Q9HD26;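 active means highest replicate inhibition of at least 40%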;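 further: plate controls were DMSO neutral control wells for no effect and unlabeled competitor peptide control wells for full effect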
#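 Material: tagged CAL PDZ protein CerCALP, purified; buffer or medium: sodium phosphate/NaCl buffer pH 7.4 with TCEP, IgG, Thesit; also added: fluorescent TMR peptide probe; schedule: 1 h incubation at room temperature before polarization reading; technique: fluorescence polarization from S- and P-plane intensities, G-factor corrected; control set: unlabelled peptide and DMSO controls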
# phage Ecoli inh – E. coli growth loss with phage present; growth absorbance; inhibition, % at 11.9 µM; actives 0.26% (n = 360,000); AID 651602; in the data active means inhibition above about 11%
# Ecoli viability – reduces bacterial viability in AddAB counter-screen. E. coli V3065 growth, OD600 absorbance, 18 h. inhibition, % at 11.9 µM. actives 0.27% (n = 330,000);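 active means inhibition above the campaign's mean inhibition across all tested compounds plus 3 SD, cut at about 9.9% in these data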;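 further: uninfected addAB+ strain grown without phage in ampicillin broth; 0% = DMSO wells and 100% = ciprofloxacin 0.95 µg/ml wells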
# PfHsp90 yeast 2 – growth inhibition of yeast expressing Plasmodium Hsp90 | S. cerevisiae expressing PfHsp90, BacTiter-Glo ATP, 48 h; yeast lacking PDR1 and PDR3 efflux regulators | inhibition, % at 9.4 µM | actives 0.32% (n = 310,000) | AID 504621;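 active means every replicate shows inhibition above about 80%, whatever the replicate mean, limit read from the data; inconclusive means mean inhibition reaches the set limit but some replicate falls short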;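 further: 0% = DMSO neutral controls and 100% = 20 µM radicicol positive controls; yeast relying on Plasmodium falciparum Hsp90 in place of its own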
# AddAB inh – less growth of phage-infected E. coli with AddAB; E. coli expressing H. pylori AddAB, absorbance growth; inhibition, % at 11.9 µM; actives 0.29% (n = 330,000); AID 435030; in the data active means inhibition above about 12%;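 further: 0% = vehicle wells of infected cells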
# Rtt109 HAT inh – C. albicans Rtt109 histone acetyltransferase inhibition; Q5AAJ8; purified Rtt109/Vps75, ThioGlo CoA-SH fluorescence, 4 h; inhibition, % at 34.9 µM; actives 0.16% (n = 330,000);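 active means inhibition of at least 50% in every replicate; inconclusive means best replicate reaches 50% inhibition but some replicates fall short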
# Target sequence (Q5AAJ8 whole entry, looked up): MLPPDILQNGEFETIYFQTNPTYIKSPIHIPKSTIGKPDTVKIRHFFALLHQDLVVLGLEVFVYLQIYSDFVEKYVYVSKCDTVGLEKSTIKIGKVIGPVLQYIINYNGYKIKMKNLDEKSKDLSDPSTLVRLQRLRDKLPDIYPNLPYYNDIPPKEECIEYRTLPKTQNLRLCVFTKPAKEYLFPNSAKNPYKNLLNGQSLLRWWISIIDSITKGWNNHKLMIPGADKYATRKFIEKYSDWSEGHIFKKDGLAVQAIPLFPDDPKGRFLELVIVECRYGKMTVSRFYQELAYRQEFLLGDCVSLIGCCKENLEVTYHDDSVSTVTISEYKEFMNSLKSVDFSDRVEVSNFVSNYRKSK
# DAGLB inh – diacylglycerol lipase beta (human) inhibition; HEK293T DAGLB membrane lysate, EnzChek fluorogenic substrate; actives 0.059% (n = 340,000); inhibition, % at 5.17 µM; in the data active means inhibition above about 34%;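 further: 0% = enzyme with vehicle and 100% = wells lacking enzyme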
# Target sequence (Q8NCG7 whole entry, looked up): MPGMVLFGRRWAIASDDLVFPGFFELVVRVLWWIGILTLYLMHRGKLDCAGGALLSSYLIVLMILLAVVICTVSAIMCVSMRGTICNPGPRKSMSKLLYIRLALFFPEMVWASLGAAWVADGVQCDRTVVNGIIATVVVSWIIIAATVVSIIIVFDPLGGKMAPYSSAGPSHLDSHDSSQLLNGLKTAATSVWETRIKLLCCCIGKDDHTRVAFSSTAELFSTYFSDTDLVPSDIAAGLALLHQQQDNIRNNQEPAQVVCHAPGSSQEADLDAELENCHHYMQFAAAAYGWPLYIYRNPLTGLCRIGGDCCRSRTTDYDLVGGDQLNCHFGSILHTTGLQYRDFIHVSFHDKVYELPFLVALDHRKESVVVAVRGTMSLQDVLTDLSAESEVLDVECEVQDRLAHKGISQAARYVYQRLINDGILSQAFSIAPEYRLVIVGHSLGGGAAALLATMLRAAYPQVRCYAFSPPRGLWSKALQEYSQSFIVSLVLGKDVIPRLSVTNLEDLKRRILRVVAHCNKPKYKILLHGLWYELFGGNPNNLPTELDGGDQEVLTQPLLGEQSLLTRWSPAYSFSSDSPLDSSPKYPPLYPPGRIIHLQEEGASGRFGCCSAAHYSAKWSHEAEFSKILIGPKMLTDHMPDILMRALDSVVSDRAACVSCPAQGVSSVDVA
# Wnt bcat act – activates Wnt/beta-catenin signaling in a reporter cell assay; activator, plate reader; activation, % at 9.35 µM; actives 1.2% (n = 300,000); in the data active means activation above about 30%, passing the limit was not always enough; inconclusive means no clear call, values can overlap the other calls;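 further: 0% = neutral control wells and 100% = positive control wells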
# Tat transport – inhibitors of E. coli Tat protein transport; inhibition, % at 10 µM; AID 488895; actives 0.036% (n = 340,000); E. coli MC4100 TorA-mCherry Tat export, fluorescence;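 active means mean replicate inhibition at least 50% and at least half of replicates individually reaching 50%; inconclusive means only one of the two criteria met; inactive means neither criterion met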;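 further: exported cargo escapes ClpAP degradation while cytoplasmic cargo is degraded and loses fluorescence; 0% = median of neutral control wells and 100% = median of NaSCN control wells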
# PvdQ acylase – blocks Pseudomonas aeruginosa PvdQ acylase activity. purified PvdQ acylase, fluorescence plate reader. inhibition, % at 10 µM. actives 0.063% (n = 340,000). AID 488965; in the data active means inhibition above about 30%, passing the limit was not always enough; inconclusive means no clear call, values can overlap the other calls;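 further: 0% = vehicle neutral wells and 100% = reference inhibitor wells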
# Numbers without * were called inactive; ? = inconclusive; . = not tested or not shown; & = joins results of further samples.
SMILES,CAL PDZ FP,phage Ecoli inh,Ecoli viability,PfHsp90 yeast 2,AddAB inh,Rtt109 HAT inh,DAGLB inh,Wnt bcat act,Tat transport,PvdQ acylase
COc1ccc(CN2CCCC(C(=O)c3cccc(Cl)c3)C2)cc1 (stereo not given),-0.6,3.7,1.4,0.7,0.8,-3.1,-3.4,1.1,-8.7,-27.8
CC12C=CC(=O)CC1CCC1C2CCC2(C)C(O)C(O)CC12 (stereo not given),-0.1,1.6,.,16.0,.,5.4,1.1,-1.9,0.9,-7.8
COC(=O)C1=C(c2ccc(F)cc2OCc2ccccc2)C[C@@H]2CC[C@H]1N2C(=O)NCCNC(C)=O,-0.7,1.1,-0.2,-31.0,0.1,-0.8,-4.9,4.9,-4.4,-8.8
O=C(c1cc(S(=O)(=O)N2CCOCC2)ccc1F)N1CCC2(CC1)OCCO2,0.1,-0.3,-1.9,-5.7,0.7,-0.8,-1.3,.,-4.9,-4.6
C=CCn1c(O)c(C(C)=NCc2cccnc2)c(=O)[nH]c1=O,-1.2,1.5,-1.4,0.5,0.2,8.1,-0.6,-5.2,7.6,10.4
CNC(=O)Nc1ccc(C(=O)N/N=C\C23CC[C@@H](O)CC2(O)CC[C@@H]2[C@@H]3CCC3(C)C(C4=CC(=O)OC4)CCC23O)cc1 (stereo not given in full),0.1,2.9,-0.1,-28.3,0.1,-4.6,-3.5,-20.6,4.5,4.0
CN1CCC(O)(c2ccc(Cl)cc2)C(C(=O)c2ccc(Cl)cc2)C1 (stereo not given),-2.2,2.5,-0.4,3.1,0.9,5.9,0.1,.,-0.1,-8.2
CC(C)(C)NC(=S)N1CCn2cccc2C1c1cccnc1 (stereo not given),-0.2,4.0,0.2,2.1,0.5,-3.9,-1.1,-0.2,-7.0,-8.4
C=CCN(CC=C)C(=O)Nc1ccc(OCC)cc1,-2.0,5.2,-3.2,-2.9,1.3,.,-2.3,-1.7,-0.8,4.7
COC(=O)C1=C(c2ccc(C(C)=O)cc2)C[C@@H]2CC[C@H]1N2C(=O)NCCOc1ccccc1Cl,-0.7,2.4,-1.8,-4.8,0.5,-7.1,2.5,-3.5,5.4,-9.4
Cc1ccc(-c2ccc(=O)n(CCC(=O)N3CCC4(CC3)OCCO4)n2)cc1,0.5,-0.9,-1.3,5.6,-1.6,17.1,-0.1,3.1,-9.7,0.0
Cc1ccc2c(c1)CC1(CN2C)C(=O)NC(=O)N(c2cccc(C)c2C)C1=O (stereo not given),-1.0,-0.9,-0.3,.,0.6,14.6,1.3,2.5,-0.8,-3.8
O=c1[nH]c(=O)n(CC2CCCO2)c(O)c1/C=C1\C=Nc2ccccc21 (stereo not given),-0.5&-0.5,1.0&2.4,-4.6&0.4,6.5&-11.8,0.5&3.8,-11.6&-5.5,2.5&-0.4,2.2&2.2,-7.3&-1.7,-8.6&0.9
NP(=O)(OCC(F)(F)F)Oc1ccc(Cl)cc1 (stereo not given),-3.0,3.7,0.4,12.7,0.2,.,8.0,-1.0,-3.0,1.2
Cc1ccc(S(=O)(=O)N(C)c2ccc(C(=O)NCC3(N(C)C)CCCCC3)cc2)cc1,-3.6,0.2,-0.4,-19.6,1.1,3.6,1.0,-3.2,-9.6,-15.5
CCN(CC)CCCN=Cc1c(O)n(-c2ccccc2F)c(=O)[nH]c1=O,-2.8,2.1,2.5,-21.0,-2.4,4.0,0.3,.,-6.2,-9.5
C#CCOc1ccc2c(c1)c(C(C)=O)c(C)n2Cc1ccccc1,-1.2,1.9,0.9,-18.3,-0.8,0.9,-3.5,3.1,5.0,14.3
CCOC(=O)[C@]12Cc3cc(OC)ccc3[C@H]1N(Cc1ccccc1)C(=O)c1cc(F)c(F)cc12,-1.3,3.4,.,-20.7,.,-4.3,-15.3,1.5,11.8,0.1
CN1CCN(c2nc(N(C)C)oc(=O)c2C#N)CC1,0.6,2.6,1.4,-6.8,3.7,0.9,-1.1,-1.4,-2.8,-16.1
CC(=O)OCC[N+](C)(C)C,1.5&-0.2&-0.8,2.9&4.6&3.9,-1.2&1.5&-0.1,15.4&14.8&3.8,-1.8&-2.1&-3.2,5.5&2.5&-4.6,-1.0&-0.6&1.7,0.5&-0.3&-3.1&1.3,2.5&-9.3&-1.2,-2.8&-7.8&-7.5
O=C1CN=C(c2ccccc2)c2cc([N+](=O)[O-])ccc2N1,-0.3,0.5,-0.8,.,-1.0,-2.7,-0.4,1.8,-5.0,-1.2
CCCCCn1c(N)c(C(=O)NCCN2CCOCC2)c2nc3ccccc3nc21,-1.2,-0.2,-1.8,14.7,3.6,-2.3,0.0,.,9.4,-29.6
Fc1ccccc1CNC1CN2CCC1CC2 (stereo not given),-0.3,2.6,1.0,.,0.9,-8.6,-2.9,-0.3,4.5,1.8
O=C(Nc1ccc(Cl)cc1)OC1CN2CCC1CC2 (stereo not given),-0.5,4.0,1.5,-3.1,1.2,0.8,0.3,19.2,11.4,-17.0
C=CCn1c(O)c(C(C)=Nc2ccc(NC(C)=O)cc2)c(=O)[nH]c1=O,-0.5,1.1,0.4,-13.1,-0.2,6.4,2.1,.,-0.8,-12.8
# (cont.)
SMILES,CAL PDZ FP,phage Ecoli inh,Ecoli viability,PfHsp90 yeast 2,AddAB inh,Rtt109 HAT inh,DAGLB inh,Wnt bcat act,Tat transport,PvdQ acylase
COC(=O)C(O)(c1ccc(NC(=S)NC(=O)c2ccc(Cl)cc2Cl)c(C)c1)C(F)(F)F (stereo not given),-0.4,0.9,-0.8,-9.2,2.6,13.5,13.5,-1.4,1.8,5.3
C=Cc1ccc(Cn2c(C(=O)O)c(C=O)c3ccccc32)cc1,-1.5,0.5,0.1,-17.1,2.2,-1.0,3.1,0.2,-6.0,1.0
CS(=O)(=O)N1Cc2cnnn2-c2ccccc2C1C#N (stereo not given),0.9,0.6,.,-13.6,.,-1.9,-0.8,-1.2,-13.3,-5.4
CC1=CC(=O)C2=C(C)C[C@H](O)[C@@H]3[C@H](OC(=O)[C@H]3C)[C@@H]12,-1.2,1.3,-2.4,-1.7,-0.2,-2.5,3.8,-1.6,-5.3,-11.7
CCOC(=O)C1=C(N)OC2=C(C(=O)CCC2)[C@]12C(=O)N(CC(N)=O)c1ccccc12,-0.1,4.6,1.1,8.0,-0.1,-7.7,-0.5,0.3,-7.7,-11.9
COc1cc(OC)c(OC)cc1CN1CCN(C(=O)Cc2ccccc2)CC1,-0.3,-1.5,-1.8,-28.0,-3.4,-2.1,-0.9,0.1,-3.7,-12.9
Cc1ccc(CN2CCN(CC(=O)N3CCC4(CC3)OCCO4)C2=O)cc1,-0.2,2.7,0.5,-18.7,6.2,-8.0,-0.8,.,13.0,-22.0
CC12CN3CCN(CC(C3)/C1=N/NC(N)=O)C2,-0.1,-1.1,2.1,5.8,-0.7,0.5,-1.6,-0.1,-10.0,-9.8
C=CCn1c(O)c(C(C)=NCCc2c[nH]c3ccccc23)c(=O)[nH]c1=O,-0.9,4.0,-0.5,-0.4,0.6,-7.6,0.7,-1.4,-0.5,-20.5
CCc1ccccc1N1C(=O)CC(=O)NC1=O,-1.1,2.5,0.8,.,1.0,3.1,1.5,1.1,-11.9,-15.6
COC(=O)C1=C(c2ccc(OC)c(OC)c2)C[C@@H]2CC[C@H]1N2C(=O)NCCNC(C)=O,-0.2,3.0,1.4,8.6,3.0,-1.8,0.7,-4.3,-5.0,-1.4
CC1CC2(O)c3no[n+]([O-])c3CCC2N1O (stereo not given),-2.3,4.3,-2.6,.,-1.2,-0.1,0.2,.,-2.5,-5.7
CCCC1(CCO)C(=O)NC(=S)NC1=O,-1.2,1.9,.,-8.1,.,6.7,-0.5,-2.6,-3.9,-8.2
NC(=O)Cn1cc(C(=O)c2ccccc2)c2ccccc21,.,2.3,-1.2,-9.6,0.1,-3.9,-1.9,0.2,0.0,-0.4
CC(=NCCN1CCCCC1)c1c(O)n(-c2ccc(Cl)cc2)c(=O)[nH]c1=O,-3.2,2.3,-0.9,17.2,1.7,4.8,0.2,.,-4.7,-5.4
CC(C)c1ccc(N2C(=O)NC(=O)/C(=C\C=C\c3ccco3)C2=O)cc1,.,2.4,-1.6,.,2.7,.,.,-5.6,.,.
CC(=O)O[C@H]1C[C@@H]2OC3C=C(C)CCC3(C)[C@@]1(C)[C@@]21CO1 (stereo not given in full),-0.6,0.0,.,?,.,7.9,-5.4,-25.1,1.0,-1.6
COc1ccc(Cn2c(O)c(/C=N/NC(=O)c3ccccc3O)c(=O)[nH]c2=O)cc1,-2.5,5.1,-1.8,-4.5,1.6,-3.5,10.2,?,-6.3,-5.0
CCN(CC)C(=O)c1ccc(NC(=O)c2cccc(F)c2)cc1,-1.4,0.0,-1.7,18.6,1.3,-3.8,1.1,17.9,-4.6,-18.9
C#CC(CC)(CC)NC(=O)Nc1ccc(OCC)cc1,-1.3,2.9,-2.0,9.7,-0.2,.,0.5,28.1,-6.4,-14.1
C=CCNC(=S)Nc1ccc(OC(=O)Nc2ccc(Cl)c(Cl)c2)cc1,0.1,3.0,.,12.0,.,-4.0,-6.1,2.4,23.6,2.2
CCCC(C)C(=O)NC1CCSC1=O (stereo not given),-2.2,0.6,-1.5,.,0.2,5.6,-1.1,.,2.2,8.6
C[C@]12C=CC(=O)C=C1C=C[C@@H]1C2CC[C@]2(C)C(=O)CCC12 (stereo not given in full),1.6,3.8,-3.0,14.9,-1.0,-9.1,0.1,1.5,2.6,-8.1
COc1cc(C)c(CNCCc2c[nH]c3ccccc23)cc1C,-0.2,2.8,2.2,-5.5,3.5,-0.5,4.7,3.3,-1.9,-4.5
Cn1c(O)c(C(=O)c2ccccc2)c(=O)n(C)c1=O,-0.7,3.6,-2.2,4.0,-2.7,-0.8,-2.4,.,-9.3,-9.2
# (continued)
SMILES,CAL PDZ FP,phage Ecoli inh,Ecoli viability,PfHsp90 yeast 2,AddAB inh,Rtt109 HAT inh,DAGLB inh,Wnt bcat act,Tat transport,PvdQ acylase
CN1CCN(Cc2cc3c(cc2[N+](=O)[O-])OCO3)CC1,2.5,2.8,2.4,14.6,5.2,-0.8,0.3,0.5,1.5,-8.8
Cc1nn(Cc2ccccc2)c(Cl)c1C(=O)O,0.4,1.8,-0.2,-23.9,5.0,0.4,-2.9,-1.1,-4.0,-7.1
C[C@]12CC[C@H](O)CC1=CCC1C2CC[C@@]2(C)C1C[C@@H]1CC(=O)O[C@@H]12 (stereo not given in full),-1.4,3.0,-2.0,16.3,-1.9,1.6,-1.9,-2.9,0.9,-1.1
CCOC(=O)C1(c2ccccc2)Oc2ccccc2C(c2ccc(OC)cc2)=C1C(=O)OC (stereo not given),-0.3,0.9,0.2,4.3,1.9,-6.0,-4.0,-1.1,8.9,3.1
O=C(O)C1C2c3ccccc3C(O)C1(C(=O)O)c1ccccc12 (stereo not given),1.0,3.8,.,.,.,9.5,-0.3,-0.5,-8.8,-16.9
O=C(CCl)Nc1nccs1,0.7,2.8,1.2,16.0,1.0,-13.9,-1.5,2.0,4.1,0.4
NC(Cc1ccccc1)Cc1ccccc1,-2.6,0.5,3.3,.,8.1,6.4,1.2,-1.1,3.9,-3.4
COc1ccc2c(c1)CC1(CN2C)C(=O)NC(=O)N(CCc2ccccc2)C1=O (stereo not given),-0.6,2.6,-1.9,-10.7,0.8,-0.8,5.2,0.4,5.1,-21.7

# Not all compounds are listed; the hit share may differ from the screen's.
